Screens: PubChem, National Center for Advancing Translational Sciences (NCATS)
Lipid storage S3 – qHTS Assay for Lipid Storage Modulators in Drosophila S3 Cells | Drosophila S3 cells, BODIPY lipid droplet fluorescence, 18-24 h; cells fed with added oleic acid | lipid storage change, negative = inhibition, % at the top dose, mostly 46.1 µM; hits show Potency in µM | 0.64% of 320,000 active; active = well fitted inhibition curve with a large enough effect in the signal ratio, with a control signal flat, not every such curve was filed as active; inconclusive = small, poorly fitted or top-dose-only effect, or effect the other way, or a change in a side signal; the % refers to the signal ratio
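Drosophila S3 cells loaded with oleic acid (400 uM, as added) and compounds at several concentrations; lipid droplets imaged by 488-nm laser-scanning cytometry, 500–530 nm intensity and object ratio to cell channel. Percent activity normalized to 20 uM Triacsin C.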
Lipid storage S3 cell count max – second read-out of Lipid storage S3, no call of its own (marks repeat the call); cell number change, %; measured here: cell count max response;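 cells counted by Cell Tracker Red CMTPX staining in the red channel; peak over a dose series mostly up to 46.1 µM; percent activity relative to internal control wells on each plate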
Active calls of the source: *; i = inactive; ? = inconclusive; . = no result given; [ ] = remark or other dose. % is set by controls: 0 for no effect and ±100 for the full control effect; potency is the fitted concentration of half-maximal effect.

Values run as follows: Lipid storage S3 cell count max	Lipid storage S3
Cc1ccc(C)c(NC(=O)CCCCCN2C(=O)[C@@H]3Cc4ccccc4CN3C2=O)c1
    -11	19%
COc1cccc(OCc2nnc(SCC(=O)NCc3ccco3)n2C)c1
    -16	0%
Cc1ccc(CNC(=S)N(C)C)cc1
    .	?
NC(=O)Cn1c(=O)n(CCC(=O)Nc2ccc(F)cc2)c(=O)c2sccc21
    -10	i
COc1ccc(C)cc1S(=O)(=O)N(C)CC(=O)N1CCN(c2ccccc2)CC1
    10	4%
O=C(CCn1c(=O)[nH]c2ccsc2c1=O)N(CCc1ccccc1)Cc1ccccc1
    .	?
O=[N+]([O-])c1cc([N+](=O)[O-])c(Oc2ccc(F)cc2)cc1NN1CCCCC1
    .	?
Cc1ccc(S(=O)(=O)N2CCN(CC(=O)N/N=C/c3ccccc3OCC(=O)O)CC2)cc1
    .	?
COc1cc(S(=O)(=O)N2CCCCC2)ccc1NC(=O)c1ccc(F)cc1
    .	?
CC(C)[C@@H]1NC(=O)c2cc([N+](=O)[O-])cc(I)c2OCC[C@@H](C(N)=O)NC(=O)[C@H](CCC(=O)O)NC1=O
    8	9%
CN(C)CCNC(=O)c1ccc2c(=O)n(Cc3ccc(Cl)cc3)c(=S)[nH]c2c1
    -2	-22%
Cc1ccc(C(=O)NC2CCN(C(=O)N3CCOCC3)CC2)cc1
    .	?
CC(C)CNC(=S)N1CCC(Cc2ccccc2)CC1
    .	?
CSCCC(NC(=O)c1ccco1)C(=O)N1CCCC(C(F)(F)F)C1 (centres undefined)
    0	-22%
O/N=C/c1ccn(-c2ccc(Br)cc2)c1
    .	?
Cc1cc(C)nc(Nc2cccc(C(F)(F)F)c2)n1
    .	?
COc1nc(N(C)S(=O)(=O)c2ccc(C)cc2)nc(C)c1Br
    .	?
O=C(c1ccc(Cl)c(Cl)c1)N1CCCC1
    .	?
CC(=O)Nc1ccc(N(C(=O)c2ccco2)C(C(=O)NC2CCCC2)c2cccs2)cc1 (centres undefined)
    5	11%
CN(C)c1ccc(-c2cc(O)c3ncccc3c2)cc1
    .	?
O=C(c1ccccc1)c1ccc(OC(=O)C2CCCCC2)cc1
    .	?
CCc1cccc(NC(=O)CNC(=O)N2CC(=O)Nc3ccccc32)c1
    -2	i
CCOc1ccc(/C=C/C(=O)c2c(O)cc(C)oc2=O)cc1
    .	?
CCc1cc(=O)oc2cc(C)cc(OCC(=O)NCC3CCC(C(=O)O)CC3)c12 (centres undefined)
    .	-14%
CCN1/C(=C2\OC(=S)N(C)C2=O)C=Cc2ccccc21
    -11	-6%
CNc1nc(Cl)c(SC)c(N2CCOCC2)n1
    .	?
O=c1nc(NC2CCCC2)ccn1Cc1cccc(Br)c1
    14	i
OCC1(Cc2ccc(Cl)cc2)CCN(CCCc2ccccc2)CC1
    .	?
COc1ccccc1OCC(=O)Nc1ccc(S(=O)(=O)NC(C)=O)cc1
    .	?
COc1cc(C(=O)Nc2ccc(S(=O)(=O)Nc3ncccn3)cc2)c([N+](=O)[O-])cc1OC
    5	-1%
O=C(O)[C@H]1Cc2ccccc2CN1S(=O)(=O)c1ccc(F)cc1
    -9	-20%
CCOC(=O)C1CCN(C(=O)CN(Cc2ccc(Cl)cc2)S(C)(=O)=O)CC1
    .	?
O=C(Cn1ncc2c3ccccc3n(Cc3ccc(F)cc3)c2c1=O)N1CCN(c2ncccn2)CC1
    .	?
C/C(=C\c1cccs1)C(=O)c1c(C)cc(C)[nH]c1=O
    16	-11%
C[C@H](NC(=O)C1CCC(CNC(=O)[C@@H]2CCCN2C(=O)OC(C)(C)C)CC1)C(=O)O (some centres undefined)
    .	?
CC(C)COC(=O)Nc1ccccc1C(=O)N1CCOCC1
    .	?
O=C(COC(=O)/C=C/c1ccccc1)NC1CC1
    .	?
Cc1[nH]c2ccccc2c1/C=N\NC(=O)Cn1nnc(-c2ccccc2)n1
    .	?
Oc1ccc(F)c2cccnc12
    9	-5%
CCCCn1nnc(NC(=O)COc2cc(C)ccc2C(C)C)n1
    .	?
C/C(=N\Nc1nc(N)cc(Cl)n1)c1cccc([N+](=O)[O-])c1
    .	?
COC(=O)C(Cc1cccc(C)n1)(c1ccccc1)c1ccccc1
    6	11%
CCOC(=O)C1(Cc2ccc(Cl)cc2)CCN(C(=O)C2CCCO2)CC1 (centres undefined)
    -15	-8%
CC(Sc1ncn[nH]1)C(=O)NCc1ccccc1 (centres undefined)
    -11	13%[0.369 µM]
COc1ccccc1CNC(=O)CSc1nnc2c(Cl)cc(C(F)(F)F)cn12
    0	12%

3 successive records from above:
Values run as follows: Lipid storage S3 cell count max	Lipid storage S3
CCOC(=O)C1(Cc2ccc(Cl)cc2)CCN(C(=O)C2CCCO2)CC1 (centres undefined)
    -15	-8%
CC(Sc1ncn[nH]1)C(=O)NCc1ccccc1 (centres undefined)
    -11	13%[0.369 µM]
COc1ccccc1CNC(=O)CSc1nnc2c(Cl)cc(C(F)(F)F)cn12
    0	12%

Further records
Values run as follows: Lipid storage S3 cell count max	Lipid storage S3
CCc1ccc(OCc2nnc(SCC(=O)NCC3CCCO3)n2C)cc1 (centres undefined)
    .	?
CC1CCc2ccccc2N1C(=O)c1cccs1 (centres undefined)
    .	?
CSc1ccccc1C(=O)NCC1CCCO1 (centres undefined)
    .	?
COC(=O)c1cc(OC)c(OC)cc1NC(=O)c1cccnc1
    5	4%
CCn1nc(C)c(NS(=O)(=O)c2ccc(C)cc2)c1C
    -18	-10%
CCOc1ccc(/C(C)=N\NC(=O)Cc2ccccc2)cc1
    .	?
O=C(Nc1ccn(Cc2ccc(F)cc2)n1)c1ccncc1
    .	?
COc1ccccc1NC(=O)c1coc(=O)c(Br)c1
    .	?
Cn1nc(-c2ccccc2)cc1NC(=O)c1ccccc1
    .	?
O=C(Nc1ccc(F)c(Cl)c1)N1CCCCCC1
    .	?
CC(=O)Nc1ccc(C(=O)Nc2ccncc2)cc1
    18	-9%
COc1ccc(C2SCCN2S(=O)(=O)c2ccc(NC(C)=O)cc2)cc1OC (centres undefined)
    .	?
CC(=O)c1cccc(Nc2nc(-c3sc(N)nc3C)cs2)c1
    .	?
COc1ccc(C2SCC(=O)N2c2nnc(C34CC5CC(CC(C5)C3)C4)s2)cc1 (centres undefined)
    .	?
Cn1c(SCc2ccccc2)nnc1C1CCCNC1 (centres undefined)
    -18	i
Fc1ccc(NC(=S)Nc2cccnc2)cc1Cl
    .	?
O=C(CC1C(=O)NCCN1Cc1cccc(F)c1F)NCCCC1CCCC1 (centres undefined)
    -8	i
CCOC(=O)N1CCC(NC(=O)Cn2nc(Cc3ccncc3)c3ccccc3c2=O)CC1
    .	?
O=C(Nc1c(S(=O)(=O)c2ccc(Cl)cc2)csc1Br)c1ccccc1Cl
    .	?
Cc1cc[n+](CC(=O)c2ccccc2)c2ccccc12
    .	?
Cc1ccc(S(=O)(=O)N(C)/N=C/c2ccc(C(=O)O)cc2)cc1
    0	-4%
C=CCOc1ccccc1CNc1cccc(F)c1
    .	?
COc1ccc(NC(=O)CCn2c(=S)[nH]c3ccccc3c2=O)cc1
    .	?
O=C(Cc1ccc(Cl)cc1)N/N=C/c1ccncc1
    .	?
COc1cc(/C=N/O)cc(Br)c1OC
    .	?
O=C(Cc1c(F)cccc1Cl)NNC(=S)Nc1ccc(S(=O)(=O)Nc2ncccn2)cc1
    .	?
COc1ccc(/C=N/n2c(C)cc(C)cc2=O)cc1
    13	3%
COc1ccc(S(=O)(=O)N2CCOC2CNC(=O)C(=O)NCCCN2CCOCC2)cc1C (centres undefined)
    27	13%
CCCCN(C(=O)c1cc2c(s1)CCC2)c1c(N)n(CC(C)C)c(=O)[nH]c1=O
    .	?
CCOC(=O)c1c(C)c(C(=O)N2CCCCCC2)c(C)n1C
    -8	2%
CCOC(=O)c1n[nH]c2ccccc12
    -4	3%
O=C(CCN1CCN(c2ccc([N+](=O)[O-])cc2)CC1)c1ccc(Cl)cc1
    .	?
Cc1nn(-c2ccccc2)c(C)c1C(=O)OCC(=O)NCc1ccco1
    5	i
Cc1cc(=O)n2[nH]c(NCc3c(F)cccc3Cl)nc2n1
    24	3%
CN(C)C(=O)c1ccc(NC(=O)COc2cccc3c2OC(C)(C)C3)cc1
    .	?
CN(C)C=Nc1nc2ccccc2nc1N1CCCC1
    -4	10%
CC(C)C(NC(=O)OC(C)(C)C)C(=O)N1CCCC1C(=O)NC(Cc1ccccc1)C(N)=O (centres undefined)
    -3	-18%
O=C(Nc1cc(C(=O)N2CCOCC2)ccc1N1CCCC1)c1cccs1
    21	i
CN(C(=O)Nc1ccc(C(C)(C)C)cc1)C1CCCCC1
    -1	8%
CN(CCCNC(=O)C1CCC(=O)N1Cc1ccc(F)cc1)c1ccccc1 (centres undefined)
    .	?
CC(C)c1ccc(OCC(=O)N2CCN(c3ccccn3)CC2)c(Br)c1
    .	?
O=S(=O)(Cc1ccccc1)NCC1CCCN(Cc2ccc(F)c(F)c2)C1 (centres undefined)
    -19	-10%
Cc1ccc(NC(=S)NNC(=S)NCc2ccccc2)cc1
    -18	2%
O=C1c2ccccc2C(=O)N1c1ccc(-c2nc3ccccc3o2)cc1
    .	?
C=C1SC(Nc2c(C)cccc2C)=NC12CCCCC2
    .	?

Among those listed so far, three contain a tert-butyl group:
Values run as follows: Lipid storage S3 cell count max	Lipid storage S3
C[C@H](NC(=O)C1CCC(CNC(=O)[C@@H]2CCCN2C(=O)OC(C)(C)C)CC1)C(=O)O (some centres undefined)
    .	?
CC(C)C(NC(=O)OC(C)(C)C)C(=O)N1CCCC1C(=O)NC(Cc1ccccc1)C(N)=O (centres undefined)
    -3	-18%
CN(C(=O)Nc1ccc(C(C)(C)C)cc1)C1CCCCC1
    -1	8%

The list goes on.
Values run as follows: Lipid storage S3 cell count max	Lipid storage S3
CCN1CCN(C(=O)Nc2cccc3ccccc23)CC1
    .	?
Cc1[nH]nc2ncc(C(=O)c3ccccc3O)cc12
    .	?
c1ccc2c(CNn3cnnc3)cccc2c1
    .	?
O=C(COc1ccc(Cl)cc1)NCCCn1ccnc1
    .	?
O=CN1CCN(C(=O)c2cccc3c2-c2ccccc2C3=O)CC1
    10	5%
O=C(Nc1ccc(-c2cn3ccccc3n2)cc1)c1ccco1
    .	?
FC(F)(F)COc1ccc(-n2ccnc2)nn1
    .	?
O=C(COc1ccc([N+](=O)[O-])cc1)Nc1cc(C(=O)O)cc(C(=O)O)c1
    11	-3%
Cc1c(Cl)c(=O)oc2cc(OCC(=O)NCc3cccs3)ccc12
    .	?
Cc1ccc(C(=O)N2CCN(c3ccc(NC(=S)NC(=O)c4cccs4)cc3)CC2)cc1
    -17	-11%
O=c1c2cccnc2[nH]c(=S)n1CCCN1CCN(c2ccccc2F)CC1
    .	?
Cc1cc(Nc2cccc(F)c2)nc(-c2ccccc2O)n1
    .	?
CCC(=O)Nc1ccc(NC(=O)Cc2ccccc2)cn1
    .	?
COc1ccc(-c2nc(NC(=O)C3CC(=O)N(Cc4ccco4)C3)sc2C)cc1 (centres undefined)
    .	?
CCCCCOc1ccc(C(=O)NC(CCC)C(=O)O)cc1 (centres undefined)
    -1	11%
Cc1cc(OC(C)C(=O)NCc2cccnc2)c2c(C)cc(=O)oc2c1 (centres undefined)
    10	i
NC(=O)/C(=C/c1ccco1)C(N)=S
    -10	-17%
COc1ccc(N2CCN(C(=O)Cn3cnc4sc(C)c(S(=O)(=O)N5CCOCC5)c4c3=O)CC2)cc1
    .	?
O=C(N/N=C\c1cccnc1)c1cc(-c2ccc(Cl)s2)[nH]n1
    83	i
O=S(=O)(NCC(Nc1ccc(Cl)cc1)c1ccccc1)c1ccccc1 (centres undefined)
    .	?
O=C1C(=O)N(CCCn2ccnc2)C(c2ccc([N+](=O)[O-])cc2)/C1=C(\O)c1ccc2c(c1)OCCO2 (centres undefined)
    .	?
N/C(=N\S(=O)(=O)c1cc(C(F)(F)F)cc(C(F)(F)F)c1)c1cccs1
    .	?
O=C(COc1ccc(-c2nnco2)cc1)N1CCN(S(=O)(=O)c2ccccc2)CC1
    .	?
O=C(N/N=C/c1nn(-c2ccccc2)cc1-c1ccccc1)c1ccncc1
    .	?
COc1ccc(Cl)cc1N(CC(=O)N/N=C/c1ccc(OC(C)C)cc1)S(=O)(=O)c1ccc(C)c([N+](=O)[O-])c1
    .	?
CC1(C)CNC(=O)c2sc(N3CCCCC3)nc2C1
    .	?
Cc1cc(Cl)ccc1NC(=O)Nc1c(C)n(-c2ccccc2)c(=O)n1C
    20	0%
COc1ccc(N2CCN(C(=O)CCCNC(=O)Cn3cnc4sc(C)c(C)c4c3=O)CC2)cc1
    6	3%
C=CCN(C(=O)c1csnn1)C(C(=O)NC1CCCCC1)c1ccc(C)cc1 (centres undefined)
    .	?
C#CCOCCOCCOCCNc1nc(N2CCN(C(=O)Cn3cc(CCCCN)nn3)CC2)nc(N2CCN(C(=O)Cn3cc(CCCN=C(N)N)nn3)CC2)n1
    .	?
OC(COc1ccccc1)CN1CCN(Cc2ccc3c(c2)OCO3)CC1 (centres undefined)
    .	?
COc1cc(/C=C2\SC(=Nc3ccc(F)cc3)N(c3ccc(F)cc3)C2=O)ccc1OCC(=O)O
    0	3%
O=C(Nc1ccc2cccnc2c1)c1ccc(Br)cc1
    21	i

Not all compounds are listed; count on the stated rates, not on these rows.
